Bioassay records: PubChem, several laboratories
HSP90 refold inh – HSP90 inhibitors, primary screen, cell lysate, luminescence | Heat shock protein HSP 90 (rabbit reticulocyte lysate; luciferase refolding) | Rabbit reticulocyte lysate, luciferase refolding luminescence, 3 h | inhibition, % at 5.6 µM | 290,000 compounds, 0.91% hits;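 active = inhibition above the screen-wide mean plus 3 SD, computed separately per campaign, cut at about 16% in these data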;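 note: 0% = DMSO wells and 100% = 60 µM geldanamycin wells; inhibitors lower the luminescence because luciferase stays unfolded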
AI-2 QS modul – Vibrio harveyi AI-2 quorum sensing modulators, primary screen, JMH597 strain, luminescence/OD600 ratio; Vibrio harveyi JMH597 AI-2 luminescence/OD600 ratio, 9 h; hits give low values; strain lacks LuxN and CqsS sensors; 0 = neutral-control median; activity change, % at 7.5 µM; 300,000 compounds, 0.4% hits; in the data active = activity change below about -75%, passing the limit was not always enough; inconclusive = no clear call, values can overlap the other calls;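 note: luminescence divided by OD600 gain over 9 h not by final OD600 alone; inactives centre near 13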
HSF1 activator – HSF-1 activators, primary screen, NIH3T3-HGL cells, MG132 stress, luminescence, single point; NIH3T3-HGL HSF-1 luciferase reporter, 8 h; 100% = twice DMSO control signal; activation, % at 9 µM; 300,000 compounds, 1.7% hits;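 active = mean replicate activation of at least 50% with a set share of replicates each reaching 50%; inconclusive = only one of those two conditions met; inactive = mean below 50% and too few replicates reaching it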;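 note: 0% = median of the neutral control wells and 100% = twice that signal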
Platelet DG rel – inhibitors of platelet dense granule secretion, primary screen, cell-based, MLPCN, human platelets; 300,000 compounds, 0.22% hits; inhibition, %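 (compounds screened at 7.5 µM in platelet-rich plasma)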; human platelet-rich plasma, SFLLRN dense granule ATP release, luminescence;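 active = mean replicate score, as percent of positive control, at or above 50; inconclusive = mean below 50 but at least one replicate at or above 50; inactive = mean and every replicate below 50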
SKKanGAS inh – S. pyogenes SKKanGAS growth inhibitors in kanamycin, primary screen, streptokinase expression inhibitor project, SKKanGAS strain, BacTiter-Glo luminescence | 6 h | inhibition, % at 7.5 µM | 300,000 compounds, 1.3% hits;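 active = mean replicate score, as percent of positive control median, at least 50; inconclusive = mean below 50 but one replicate at or above 50; inactive = mean and every replicate below 50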;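 note: strain carries kanamycin resistance gene driven by streptokinase promoter and grows in 40 µg/ml kanamycin; loss of luminescence reflects streptokinase promoter inhibition or plain growth inhibition; 0% = median of DMSO wells and 100% = positive control at its reference dose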
aSyn 5UTR inh – MLPCN primary screen, SNCA 5' untranslated region | alpha-synuclein 5'UTR reporter, inhibitor activity | inhibition, % (tested at 7.5 µM) | 300,000 compounds, 0.82% hits; in the data active = inhibition above about 60%; inconclusive = no clear call, values can overlap the other calls;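 note: H4 neuroglioblastoma cells stably carrying SNCA 5'UTR luciferase fusion; 0% = DMSO wells and 100% = positive control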
KLF5 inh – KLF5 expression inhibitors, primary screen, DLD-1 cells, luminescence | DLD-1 KLF5 promoter-luciferase reporter | inhibition, % at 5 µM | 290,000 compounds, 0.23% hits | AID 1700, 2009;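 active = inhibition above a per-plate limit of that plate's mean compound inhibition plus 3 SD, cut at about 60% in these data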;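 note: 0% = DMSO wells and 100% = LY294002 at 200 µM; higher means less KLF5 promoter-driven luciferase light; inactives centre near -14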
HSF1 inhib – HSF1 inhibitors in luciferase reporter cells, primary screen, cell-based, NIH3T3, luminescence; NIH3T3-HGL HSE-luciferase, MG132-induced, luminescence 8 h; hits give low values; activity change, negative = inhibition, % at 7.5 µM (by protocol); 300,000 compounds, 0.77% hits;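 active = more than half of replicate wells show activity change below -50%, luminescence cut by over half; inconclusive = some wells, but at most half, below -50%; inactive = no replicate well below -50%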;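 note: luciferase reports HSF-1 transcriptional activity via heat shock element; 0% = median of DMSO wells and -100% = zero luminescence signal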
HIF act – HIF pathway transcriptional activators, primary screen, cell-based, U2OS HRE-luciferase, luminescence. U2OS HRE-luciferase reporter; normalized: DMSO 0%, desferrioxamine 100%. activation, % at 7.5 µM (by protocol). 300,000 compounds, 0.32% hits;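 active = mean activation of at least 10% of the iron chelator positive control signal, with at least half of replicates also reaching 10%; inconclusive = mean and replicate majority disagree about reaching 10%; inactive = mean and most replicates under 10%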
IEC-6 tox – cytotoxicity in IEC-6 intestinal epithelial cells, primary screen, cytotoxicity control for KLF5 inhibitor project, cell-based, luminescence. IEC-6 cytotoxicity, luminescence viability. inhibition, % at 5 µM. 290,000 compounds, 0.78% hits. AID 1825, 2009; in the data active = inhibition above about 22%;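 note: 0% = plate median of test compound wells and 100% = cytotoxic reference compound wells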
Numbers without * were called inactive; ? = inconclusive; . = no result given.

SMILES	HSP90 refold inh	AI-2 QS modul	HSF1 activator	Platelet DG rel	SKKanGAS inh	aSyn 5UTR inh	KLF5 inh	HSF1 inhib	HIF act	IEC-6 tox
Cc1cccc(OCC(=O)Nc2ccc(N3CCN(C(=O)c4ccco4)CC3)cc2)c1C	-4	28	1	-2	1	2	-14	8	-1.2	-4
COc1ccc(/C=C(/NC(=O)c2ccccc2)C(=O)N/N=C/c2ccncc2)c(OC)c1	-2	18	-1	-5	1	-24	-26	-2	0.0	0
Cc1cccc(-c2nc(CN3CCCC(C(=O)NC4CCCCCC4)C3)c(C)o2)c1 (configuration not stated)	-1	19	10	5	-4	11	-43	10	-0.1	-5
NS(=O)(=O)c1ccc(CCNC(=O)c2ccc3nc4ccc(Cl)cc4c(=O)n3c2)cc1	-3	-2	.	7	27	.	-8	.	.	-2
OCCCN=C1CCCc2c1[nH]c1ccc(Cl)cc21	8	17	1	3	-1	44	-5	1	0.2	1
Cc1ccc(C(=O)COC(=O)CNC(=O)Cc2ccccc2)cc1[N+](=O)[O-]	-1	19	5	-2	3	7	-38	-4	0.8	-8
Brc1ccccc1OCCCN1CCOCC1	-2	11	20	7	-4	-61	-39	1	1.4	5
Cc1ccc(S(=O)(=O)Nc2cc3c4c(c2)CC(=O)N4CCC3)cc1	.	6	8	-1	3	-2	.	5	1.9	.
COc1ccc(CCNC(=O)C2CC(c3ccc(C(F)(F)F)cc3)=NO2)cc1 (configuration not stated)	.	16	-12	-3	2	-10	.	-4	-5.4	.
Cc1cccc(C)c1NC(=O)CSc1nnc(C)c(=O)[nH]1	-2	13	2	1	-6	-15	-19	0	-0.1	4
CCc1ccc(CNC(=O)CCS(=O)(=O)Cc2ccc(C)cc2)cc1	-2	?	38	-19	-7	24	-18	17	0.0	-1
O=C(CN1C(=O)/C(=C/c2ccc(F)cc2)SC1=S)N1CCN(CCc2ccccn2)CC1	5	30	7	-6	-6	-9	-12	-7	0.5	3
CCOc1ccc(/C=N/NC(=S)NC2CC3C=CC2C3)cc1 (configuration not stated)	-3	26	53*	-5	64*	1	-17	35	0.0	1
C=CCNC(=O)CSc1nnc(-c2ccc(S(=O)(=O)N3CCCC3)cc2)n1C	3	-9	-2	-8	-6	-2	3	2	-15	3
Cc1cc2ccccn2c1C(=O)c1ccccc1F	-4	-7	17	12	4	-15	-19	5	0.6	12
Cc1ccc2oc(=O)c3cnn(CC(=O)N4CCN(c5ccccc5)CC4)c3c2c1	-1	-6	9	-8	-1	5	0	0	-0.1	2
O=C(O)c1[nH]c2ccc(Cl)cc2c1CC(=O)N1CCN(C(=O)c2ccco2)CC1	-2	30	3	-11	0	-11	-1	-4	-0.1	1
O=C(Cn1cccc1C(=O)c1ccccc1)NCc1ccccc1Cl	-4	12	26	7	0	-74	-56	11	2.5	-3
CN(C(=S)Nc1ccc(F)cc1)C1(c2ccccc2Cl)CCCCC1=O (configuration not stated)	1	6	0	10	4	0	-19	8	-0.3	4
Cc1cc(Cl)ccc1OCC(=O)Nc1ccccc1CO	-2	-1	20	11	-4	-81	-50	6	4.9	-2
Cc1cccc(-c2nc(CSCC(=O)NCc3cccs3)c(C)o2)c1	0	5	31	2	-1	-34	-12	12	-0.2	3
CCCCn1c(N)c(N(CCOC)C(=O)c2cc3c(s2)CCC3)c(=O)[nH]c1=O	.	10	22	2	-7	-1	.	4	0.3	.
CCn1c(C)nc2cc(S(=O)(=O)C(F)(F)C(F)C(F)(F)F)ccc21 (configuration not stated)	-4	3	4	10	4	-44	-3	-3	0.5	4
NC(=O)C1CCN(C(=O)CN(C2CCCCC2)S(=O)(=O)c2ccc(F)cc2)CC1	-2	-6	-1	14	0	3	-14	-7	-0.5	10
O=C(Nc1cccc(C(F)(F)F)c1)C(Sc1ncnc2ccccc12)c1ccccc1 (configuration not stated)	2	23	48	3	2	-12	-30	25	0.0	-3
COc1cc2c(cc1OC)C(C)N(C(=O)c1ccc(Cl)c(S(=O)(=O)N3CCCCC3)c1)CC2 (configuration not stated)	0	28	-2	16	-4	11	3	0	0.3	1
CCOC(=O)/C(C#N)=N/Nc1c(S(=O)(=O)Cc2ccco2)csc1C(=O)OC	-1	11	-2	0	1	17	-29	-7	0.0	-3
COc1ccc(/C=N/n2c(=O)[nH]c3c([nH]c4ccc(Br)cc43)c2=O)cc1CN1CCOCC1	2	24	-1	4	6	9	-22	-2	-2.4	-2
CC(NC(=O)C(=O)N/N=C/c1ccc(Cl)cc1)c1ccccc1 (configuration not stated)	0	-1	6	2	2	6	0	-1	-0.9	3
COc1ccc(C(=O)N/C(=C/c2ccc(Cl)cc2)C(=O)NCc2ccncc2)cc1	1	8	-5	7	0	5	-3	-2	-0.7	8
O=C(Nc1cccc(Cl)c1)Nc1ccccc1NS(=O)(=O)c1cccs1	0	45	2	-1	0	-81	-3	7	0.0	2
CCOC(=O)c1c(C)[nH]c(C)c1C(=O)CSc1nc2ccccc2c(=O)n1-c1ccc(CC)cc1	-1	25	-7	2	14	13	-6	4	0.1	2
O=C(NC1CCCCC1)[C@H](CSCc1ccccc1)N1Cc2ccccc2C1=O	-5	-2	-1	1	6	-3	-12	-3	.	1
COc1ccc(CCNC(=O)Cc2ccc(OCc3ccccc3)c(OC)c2[N+](=O)[O-])cc1OCc1ccccc1	2	13	24	1	-5	15	-6	7	-0.3	8
CC1CCCCC1NC(=O)c1ccc(S(=O)(=O)N2CCN(C)CC2)cc1 (configuration not stated)	-2	23	5	-6	-2	3	-28	-3	-0.1	0
CN(C)CCN(C(=O)c1ccc(C(=O)c2ccccc2)cc1)c1nc2cc3c(cc2s1)OCCO3	4	19	2	4	11	-46	-41	-3	2.8	-4
Cc1cc(Cl)ccc1N1C(=O)CC(NNC(=O)c2cccnc2)C1=O (configuration not stated)	-4	12	0	-1	-2	-17	3	-2	0.3	3
NC(=O)CSc1nc2c(sc3ccccc32)c(=O)n1CCCN1CCOCC1	-3	4	8	-5	0	-10	2	0	-0.9	-9
COc1ccc(CCNc2nc(C)cc(C)c2C#N)cc1OC	5	27	24	-9	2	13	-3	-3	-3.3	8
CC(=O)c1ccc(NC(=O)C(C)NCc2ccc(Cl)cc2)cc1 (configuration not stated)	3	35	.	-4	4	-20	-18	.	3.0	0

Molecules above that contain a cyano group (2):
SMILES	HSP90 refold inh	AI-2 QS modul	HSF1 activator	Platelet DG rel	SKKanGAS inh	aSyn 5UTR inh	KLF5 inh	HSF1 inhib	HIF act	IEC-6 tox
CCOC(=O)/C(C#N)=N/Nc1c(S(=O)(=O)Cc2ccco2)csc1C(=O)OC	-1	11	-2	0	1	17	-29	-7	0.0	-3
COc1ccc(CCNc2nc(C)cc(C)c2C#N)cc1OC	5	27	24	-9	2	13	-3	-3	-3.3	8

Following part:
SMILES	HSP90 refold inh	AI-2 QS modul	HSF1 activator	Platelet DG rel	SKKanGAS inh	aSyn 5UTR inh	KLF5 inh	HSF1 inhib	HIF act	IEC-6 tox
CC1(C)CC(OC(=O)c2ccco2)CC(C)(C)N1O	2	4	-2	3	-2	-10	-2	-3	0.0	1
CN1CCCCCC1=Nc1ccccc1C#N	-2	9	-1	-10	-4	0	12	-3	-0.2	-3
CC(C)CN(C(=O)COc1ccc(C(C)(C)C)cc1)C1CCS(=O)(=O)C1 (configuration not stated)	.	9	1	3	-2	-13	.	-4	1.9	.
COc1cccc(C2CC(=O)NC(SC)=C2C#N)c1 (configuration not stated)	-1	14	21	4	-1	7	-28	2	0.0	5
O=C(CSCc1cc(=O)n2ccsc2n1)Nc1ccccc1	-1	4	-3	-3	-1	-15	-25	-1	0.3	1
Cc1ccc(-c2nnc(N3CCOCC3)c3ccccc23)cc1S(N)(=O)=O	.	37	-8	3	13	22	.	-5	-0.1	.
CC(C)(C)n1[nH]c2c3c(ccc2c1=O)C(=O)c1ccccc1C3=O	17*	16	-2	1	26	-2	-54	-2	-0.8	5
COCC(=O)N1CCC(Oc2ccc(C(=O)NCCCn3cccn3)cc2)CC1	2	7	5	-2	-2	1	-7	-3	0.3	8
CCOC(=O)CN1CC23C=CC(O2)C(C(=O)O)C3C1=O (configuration not stated)	2	9	-2	20	-2	-12	-7	-4	0.1	-1
COC(=O)C1=C(C)N=c2s/c(=C3\C(=O)Nc4ccccc43)c(=O)n2C1c1ccccc1 (configuration not stated)	-1	35	-5	19	13	15	-11	-3	-0.2	-6
CCn1cnc2cc(NCc3ccc(Cl)cc3)ccc21	-3	-10	49	0	-12	-111	-207	14	5.3	0
CCCCC(=O)Nc1nc2c(OC)ccc(OC)c2s1	1	36	-3	-6	-12	-54	-27	7	0.7	-2
Cc1ccc(SCCCCN2CCOCC2)cc1	-2	24	141*	-12	-3	-31	-22	113	-30	-3
O=C(Nc1cccc(C(=O)O)c1)/C(=C\c1ccco1)NC(=O)c1ccccc1Cl	-3	5	-4	-8	5	-30	-10	0	-0.2	-5

Structures listed so far that have a furan ring, fused or not:
SMILES	HSP90 refold inh	AI-2 QS modul	HSF1 activator	Platelet DG rel	SKKanGAS inh	aSyn 5UTR inh	KLF5 inh	HSF1 inhib	HIF act	IEC-6 tox
Cc1cccc(OCC(=O)Nc2ccc(N3CCN(C(=O)c4ccco4)CC3)cc2)c1C	-4	28	1	-2	1	2	-14	8	-1.2	-4
O=C(O)c1[nH]c2ccc(Cl)cc2c1CC(=O)N1CCN(C(=O)c2ccco2)CC1	-2	30	3	-11	0	-11	-1	-4	-0.1	1
CCOC(=O)/C(C#N)=N/Nc1c(S(=O)(=O)Cc2ccco2)csc1C(=O)OC	-1	11	-2	0	1	17	-29	-7	0.0	-3
CC1(C)CC(OC(=O)c2ccco2)CC(C)(C)N1O	2	4	-2	3	-2	-10	-2	-3	0.0	1
O=C(Nc1cccc(C(=O)O)c1)/C(=C\c1ccco1)NC(=O)c1ccccc1Cl	-3	5	-4	-8	5	-30	-10	0	-0.2	-5
